Yp Topo-I inh: blocks Yersinia pestis topoisomerase I activity; 360,000 tested, 0.064% active; activity, % at 10 µM; Y. pestis Topo-I cleavage product accumulation, plate reader; AID 504884; in the data active means activity above about 50%, passing the limit was not always enough; inconclusive means no clear call, values can overlap the other calls; further: inactives centre near 2
VHR inh abs: blocks human VHR1 dual specificity phosphatase; recombinant VHR phosphatase, pNPP absorbance; inhibition, % at 13.3 µM; 290,000 tested, 0.52% active; P51452; in the data active means inhibition above about 50%; further: some compounds called inactive have numbers as strong as hits
Target sequence (P51452 whole entry, looked up): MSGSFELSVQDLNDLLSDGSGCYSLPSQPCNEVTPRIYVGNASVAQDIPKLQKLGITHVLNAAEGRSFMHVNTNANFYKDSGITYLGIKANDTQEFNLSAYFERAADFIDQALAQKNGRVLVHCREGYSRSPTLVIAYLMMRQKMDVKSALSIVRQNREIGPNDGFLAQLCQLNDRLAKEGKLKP
3CLpro inhibitor: SARS-CoV 3CLpro protease inhibition; P0C6X7; recombinant SARS-CoV 3CLpro, quenched FRET peptide cleavage; inhibition, % at 6 µM; 290,000 tested, 0.14% active; AID 1706; in the data active means inhibition above about 12%
BH1578 lux ind: induces V. cholerae light production without autoinducers; V. cholerae BH1578 lux reporter, luminescence, 6 h; activation, % at 18.7 µM; 350,000 tested, 0.16% active; AID 588436; in the data active means activation mostly above about 9.7%, no sharp cut-off; inconclusive means no clear call, values can overlap the other calls; inactive means mostly below about 3.7%; further: not every result past the cut was called active; inactives centre near 0; reference of the scale not given here
Anthrax LF prot: blocks Bacillus anthracis lethal factor protease; multiplex microsphere protease cleavage assay, LF; 360,000 tested, 0.12% active; AID 588501; inhibition, % at 10 µM; further: plate controls were buffer without enzyme for full effect and enzyme alone for no effect
Target sequence (P15917 whole entry, looked up): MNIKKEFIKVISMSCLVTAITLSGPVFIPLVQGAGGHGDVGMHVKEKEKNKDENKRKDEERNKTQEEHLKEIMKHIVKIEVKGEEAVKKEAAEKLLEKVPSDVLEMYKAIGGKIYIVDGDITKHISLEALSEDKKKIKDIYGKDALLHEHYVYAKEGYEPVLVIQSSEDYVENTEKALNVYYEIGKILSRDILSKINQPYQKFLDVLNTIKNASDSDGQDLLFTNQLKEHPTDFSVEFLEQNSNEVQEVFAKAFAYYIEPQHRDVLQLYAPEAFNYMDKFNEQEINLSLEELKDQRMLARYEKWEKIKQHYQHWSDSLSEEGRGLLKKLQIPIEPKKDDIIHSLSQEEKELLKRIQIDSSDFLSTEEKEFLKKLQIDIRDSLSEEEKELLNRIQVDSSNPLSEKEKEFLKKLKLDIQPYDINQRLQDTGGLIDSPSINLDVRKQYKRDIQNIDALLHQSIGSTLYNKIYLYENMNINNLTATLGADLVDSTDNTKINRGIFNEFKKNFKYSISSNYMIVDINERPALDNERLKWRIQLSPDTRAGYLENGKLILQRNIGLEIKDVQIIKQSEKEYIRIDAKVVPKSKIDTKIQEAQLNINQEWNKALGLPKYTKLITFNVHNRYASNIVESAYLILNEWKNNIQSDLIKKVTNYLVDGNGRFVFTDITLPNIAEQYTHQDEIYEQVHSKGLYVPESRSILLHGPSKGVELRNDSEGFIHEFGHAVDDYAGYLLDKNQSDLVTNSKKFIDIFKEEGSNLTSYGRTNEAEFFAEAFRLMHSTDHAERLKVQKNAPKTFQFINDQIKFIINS
TcdB GH inh: blocks C. difficile toxin B glycohydrolase activity; P18177; TcdB glycohydrolase enzymatic assay, plate reader; inhibition, % at 9.99 µM; 350,000 tested, 0.24% active; AID 652162; in the data active means inhibition above about 10%
BoNT A protease: inhibitors of Botulinum neurotoxin A light chain protease | multiplex microsphere protease substrate cleavage, flow cytometry | inhibition, % at 10 µM | 360,000 tested, 0.17% active | AID 588499; further: plate controls were buffer without enzyme for full effect and enzyme alone for no effect
CCHF vOTU inh: CCHFV vOTU protease inhibition; Pep-AMC fluorescence; inhibition, % at 11.5 µM; 370,000 tested, 0.55% active; in the data active means inhibition above about 30%; further: 0% = vehicle wells with enzyme and 100% = no enzyme wells
SSB-PriA inh: K. pneumoniae PriA-SSBct interaction inhibition; AlphaScreen SSBct-PriA binding, biotinylated peptide; AID 1272365; 430,000 tested, 0.6% active; inhibition, % at 33 µM; in the data active means inhibition mostly above about 37%, no sharp cut-off; inactive means mostly below about 20%;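 further: plate controls were negative control peptide for no effect and reference peptide for full effect; strong numbers were not always called active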
PfHsp40 rescue: compounds rescuing yeast from Plasmodium falciparum HSP40 toxicity; growth rescue, % at 12.5 µM; S. cerevisiae expressing PfHsp40, growth rescue, ATP luminescence; AID 504582; 340,000 tested, 0.68% active; in the data active means growth rescue above about 28%, passing the limit was not always enough; inconclusive means no clear call, values can overlap the other calls;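 further: yeast W303a lacking pdr1 and pdr3 grown in galactose medium; growth measured after three days at 30 °C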
Numbers without * were called inactive; i = inactive; ? = inconclusive; nt = no result given; & = joins results of further samples. Unless noted, no stated cut-off is given here; in the data, active means inhibition above about 30%; inconclusive means no clear call, values can overlap the other calls; inactive means below that. The list is partial; count on the stated rates, not on these rows.

Second line of a record – TcdB GH inh, BH1578 lux ind, BoNT A protease, Anthrax LF prot, PfHsp40 rescue, 3CLpro inhibitor, VHR inh abs, CCHF vOTU inh, Yp Topo-I inh, SSB-PriA inh
- CCC(=O)N1C(=O)CCN(C(C)=O)c2ccccc21
→ nt, 0.7, 0.2, 3.4, 7.4, -2.4, -4.7, -10.0, 4.8, -7.4
- CN1CCCN(Cc2ccccc2Br)CC1
→ 0.7, i, -2.9, -5.9, 0.5, -2.2, -16.2, -43.9, -2.9, -7.4
- COc1ccccc1N1CCN(C(=S)NC(=O)c2ccc([N+](=O)[O-])cc2)CC1
→ 1.3, i, 0.4, -9.6, nt, nt, nt, -4.7, -4.4, nt
- CC(C)C(NC(=O)c1ccccc1)C(=O)NCc1ccccn1 (stereo not drawn)
→ nt, -0.5, -0.1, 2.5, -0.2, -2.4, 24.5, 0.1, 4.5, -0.7
- Cc1cccc(OCC(=O)N(C)CC(=O)Nc2cccc(F)c2)c1C
→ 0.0, -0.3, nt, nt, 1.8, nt, nt, -2.2, -5.3, 2.7
- CC1(C)CN=C(Nc2ccccc2C(F)(F)F)S1
→ nt, i, 0.0, 1.7, -2.1, -1.9, 11.3, -2.2, 7.6, -9.6
- Cc1ccnc(NC(=O)CCC(=O)N(CC(=O)NC(C)(C)C)c2ccc3c(c2)OCO3)c1
→ 1.5, 2.2, -2.0, -4.2, -1.0, -0.7, 11.8, 2.8, 5.6, 0.1
- CC(C)N(C(=O)COC(=O)c1cccnc1Cl)c1ccccc1
→ 8.2, i, -0.3, 7.0, 0.0, nt, nt, 6.8, -1.3, 3.1
- O=C(Cc1ccccc1)NC1CCN(C(=O)c2ccc([N+](=O)[O-])cc2)CC1
→ 0.9, i, -2.5, 6.5, 0.0, -1.4, 2.1, 6.7, -9.9, -1.0
- CCN1CCN(CC(=O)N2N=C(c3cccs3)CC2c2ccc(OC)c(OC)c2)C(=O)C1=O (stereo not drawn)
→ 2.4, -0.4, 0.8, 3.0, 1.5, -1.8, 33.5, 11.3, 1.8, 0.5
- COc1ccccc1CNC(=O)C1COc2ccccc2O1 (stereo not drawn)
→ nt, -4.0, -4.8, -11.9, -0.5, -2.1, -0.9, -7.6, -5.1, -16.8
- CCOC(=O)N1C/C(=C\c2ccccc2)C(=O)/C(=C/c2ccccc2)C1
→ 2.2, -0.3, -1.3, 12.6, 0.0, 0.7, 35.5, -11.1, -0.3, -5.5
- CC(=O)Nc1ccc(C(=O)CS(=O)(=O)c2ccc(C)cc2)cc1
→ nt, -1.6, 0.0, -0.9, 0.3, -5.4, -0.2, 1.5, 1.1, -8.9
- CC(C)C[C@H](NC(=O)c1[nH]cnc1C(=O)Nc1ccc(Cl)cc1)C(=O)OC(C)(C)C
→ 2.1, i, 0.4, 1.7, 2.9, nt, -0.7, 24.8, 10.7, -3.1
- C=CCSC1=Nc2cc(OC)c(OC)cc2C2=NC(=O)CN12
→ 2.4, -0.5, -0.6, -0.8, 1.1, 3.6, 36.4, -29.7, 6.8, 7.0
- COc1ccc(OC)c(NC(=O)CCN2CC(C)OC(C)C2)c1 (stereo not drawn)
→ nt, i, 0.1, -1.3, -1.0, 2.3, 28.0, 3.5, 5.0, 4.8
- COc1cc(C(=O)Nc2ccc(Cl)c([N+](=O)[O-])c2)cc(OC)c1OC
→ -0.5, -0.6, -0.9, -5.2, 0.5, -0.7, 16.6, -3.8, -7.7, -3.7
- O=C(O)c1csc(N/N=C/c2ccc(Br)cc2)n1
→ 0.1, i, -1.1, 5.9, 0.1, 1.7, -2.7, -0.6, 4.6, nt
- COc1ccc(CN2Cc3cc(-c4ccccc4)ccc3-n3nncc3C2)cc1
→ 0.6, nt, 0.5, -1.7, nt, nt, nt, 13.9, nt, nt
- Cc1nc2ccccc2c(=O)n1-c1c(Cl)cccc1Cl
→ -4.6, -0.7, -0.1, -2.5, nt, nt, nt, -3.9, -2.6, nt
- COc1cc(COc2ccc3c(C)c(Cc4ccccc4)c(=O)oc3c2)cc(OC)c1OC
→ -0.5, i, -1.5, -9.2, 0.5, -15.2, -0.6, 3.2, 33.4, -8.2
- CC(=O)Nc1ccc(N2CCOCC2)c(S(=O)(=O)Nc2ccccc2Cl)c1
→ -0.8, -0.3, -0.3, -5.4, nt, nt, nt, 1.4, -5.1, nt
- Cc1ccc(SCC(=O)NNC(=O)CCS(=O)(=O)c2ccccc2)cc1
→ 1.9, i, -0.4, -7.7, -0.9, nt, nt, 3.0, -2.2, -13.1
- CSc1ccccc1NC(=O)CN(C)CC(=O)Nc1c(F)cccc1F
→ nt, -0.2, -1.1, -3.8, -0.3, -3.5, -7.9, 4.4, 1.7, -6.3
- COc1cc(OC)cc(C(=O)Nc2ncn[nH]2)c1
→ 0.5, -0.6, -0.5, -9.6, -0.6, nt, nt, -0.7, 7.7, -23.4
- CCCCCCCCCCCCCCCC[n+]1ccc(C(N)=O)cc1
→ nt, -0.6, 2.1, -3.9, ?, 4.4, -14.2, 29.4, 10.5, -0.1
- COc1ccc(NC(=O)NN2CCOCC2)cc1OC
→ -1.1, -0.5, 0.2, -2.3, -2.1, 3.8, 33.4, 4.2, -7.4, 4.7
- CC(O)[C@H]1CC[C@H]2[C@@H]3CC[C@H]4C[C@H](O)CC[C@]4(C)[C@H]3[C@H](O)C[C@]12C (stereo partly drawn)
→ 1.7, i, 0.5, 8.1, 0.0, nt, nt, 11.7, -3.0, 5.7
- NS(=O)(=O)c1cccn1-c1ncc(C(F)(F)F)cc1Cl
→ nt, i, 0.9, -2.9, ?, -6.7, -17.1, 1.8, -1.3, -0.8
- Cc1ccc2[nH]c3c(c2c1)CN(C(=O)CN1CCN(c2cccc(C)c2C)CC1)CC3
→ nt, i, 1.5, 1.0, -0.5, 4.2, -5.8, 15.7, 5.3, -12.0

Pulled by structure from the list above:
Second line of a record – TcdB GH inh, BH1578 lux ind, BoNT A protease, Anthrax LF prot, PfHsp40 rescue, 3CLpro inhibitor, VHR inh abs, CCHF vOTU inh, Yp Topo-I inh, SSB-PriA inh
- CC(=O)Nc1ccc(N2CCOCC2)c(S(=O)(=O)Nc2ccccc2Cl)c1
→ -0.8, -0.3, -0.3, -5.4, nt, nt, nt, 1.4, -5.1, nt
- Cc1ccc(SCC(=O)NNC(=O)CCS(=O)(=O)c2ccccc2)cc1
→ 1.9, i, -0.4, -7.7, -0.9, nt, nt, 3.0, -2.2, -13.1

The main list resumes with the 3 entries that preceded the break.
Second line of a record – TcdB GH inh, BH1578 lux ind, BoNT A protease, Anthrax LF prot, PfHsp40 rescue, 3CLpro inhibitor, VHR inh abs, CCHF vOTU inh, Yp Topo-I inh, SSB-PriA inh
- CC(O)[C@H]1CC[C@H]2[C@@H]3CC[C@H]4C[C@H](O)CC[C@]4(C)[C@H]3[C@H](O)C[C@]12C (stereo partly drawn)
→ 1.7, i, 0.5, 8.1, 0.0, nt, nt, 11.7, -3.0, 5.7
- NS(=O)(=O)c1cccn1-c1ncc(C(F)(F)F)cc1Cl
→ nt, i, 0.9, -2.9, ?, -6.7, -17.1, 1.8, -1.3, -0.8
- Cc1ccc2[nH]c3c(c2c1)CN(C(=O)CN1CCN(c2cccc(C)c2C)CC1)CC3
→ nt, i, 1.5, 1.0, -0.5, 4.2, -5.8, 15.7, 5.3, -12.0
- Cc1nc2ccccc2n1C1CCN(CC(=O)NCc2ccc(F)cc2)CC1
→ -0.2, 0.1, 0.3, 1.7, 0.0, -1.7, 21.9, 4.0, -5.6, 7.8
- CNc1nc(-c2ccc3c(c2)CCN3C(=O)CC(C)(C)C)c(C)s1
→ 1.7, -1.1, 1.5, -5.1, 0.2, 1.7, 10.3, 5.6, -3.2, 6.4
- CC1(C)C(=O)OC(/C=C\c2ccccc2)C(C)(C)C1=O (stereo not drawn)
→ 0.0, 5.6, -1.5, -2.1, 0.7, 4.1, 13.0, 3.6, 4.6, -26.2
- CCOC(=O)N1CCC(NC(=O)c2cnn3cccnc23)CC1
→ nt, -0.4, 0.5, 1.3, 1.3, -2.4, 5.0, -6.4, -0.1, 7.1
- CSc1ccccc1C(=O)NCCCOC(C)C
→ 0.6, 0.1, 4.0, 0.4, 4.8, 8.4, 31.0, nt, 7.0, -21.4
- Cn1cc(CN2CCCC(C(=O)c3cccs3)C2)c(-c2cccc(Cl)c2)n1 (stereo not drawn)
→ 3.4, -0.3, 0.4, 2.6, 0.2, 2.3, 7.5, 7.1, -1.8, -5.3
- COc1ccc(N(CC(=O)Nc2ccc3c(c2)OCO3)S(=O)(=O)c2c(C)nn(C)c2C)cc1
→ -0.1, -0.4, 0.0, -8.0, 0.2, -0.8, 7.8, 0.8, 3.7, 1.4
- NC(=O)COC(=O)CCSc1ccc(Cl)cc1
→ 0.4, -0.5, 0.0, -0.7, -1.4, -1.3, 16.9, 4.0, 12.0, -5.2
- O=c1[nH]c2cc3c(cc2cc1C(c1nnnn1Cc1ccccc1)N1CCCc2ccccc21)OCO3 (stereo not drawn)
→ nt, nt, nt, nt, nt, -4.6, 22.2, -1.7, nt, -4.4
- O=C(O)CCNC(=O)C12CC3CC(CC(C3)C1)C2
→ 0.4, -0.3, -1.0, -6.3, 0.7, -1.9, 16.5, 3.6, -3.2, 1.4
- O=C(N/N=C/C=C/c1ccccc1[N+](=O)[O-])c1ccncc1
→ 1.0, i, -1.2, ?, -0.5, 0.8, 37.9, 6.1, 2.2, i
- O=C(CCc1ccccc1)Nc1ccc2ccccc2n1
→ -0.6, i, -0.4, 0.2, 2.1, 0.2, 33.9, 2.7, -0.9, -19.3
- Cc1cccc(C)c1NC(=O)C1(N(Cc2ccco2)C(=O)CC2NC(=O)NC2=O)CCCCC1 (stereo not drawn)
→ 1.4, i, -0.3, -0.2, -0.2, -6.9, -3.9, -2.4, -0.2, -3.4
- CC(/C=N/NC(=O)c1cnccn1)=C\c1ccco1
→ 1.2, i, -0.2, 10.0, nt, -3.6, 9.6, -2.6, 5.5, i
- O=C/C(=C\Nc1ccc(Cl)cn1)c1nc2ccccc2o1
→ nt, -0.6, 0.6, -6.7, 1.8, 5.5, 4.2, -6.9, 2.8, -1.9
- CCN1C(=O)[C@@H]2[C@@H](c3ccc(-c4ccc(OC)cc4)cc3)N3CCC[C@@]3(C(=O)OC)[C@@H]2C1=O
→ 1.3, -5.4, -0.8, 4.3, -0.8, nt, nt, 1.7, 27.8, 14.2
- CC1CCCc2sc3nc(NCc4ccco4)n4ncnc4c3c21 (stereo not drawn)
→ nt, i, -1.3, 0.6, 0.2, 4.2, 17.6, 10.6, 30.3, -2.8
- O=C(N1CCCCCC1)N1CCN(S(=O)(=O)N2CCOCC2)CC1
→ nt, -2.4, -0.8, 0.4, -0.8, 2.1, 6.1, 1.9, 4.6, -6.0&-8.0
- COc1ccc(CCNC(=O)c2ccc3c(c2)OCCO3)cc1
→ nt, -0.1, 0.1, -5.4, 1.1, 2.6, 20.4, -11.2, 6.3, -9.6
- COCCCNC(=O)COc1ccc(Br)cc1Cl
→ -0.6, -0.4, -0.2, 0.7, -1.0, 4.1, -11.2, -2.9, 0.2, 5.6
- COc1ccc(NC(=O)CN2C(=O)NC(C)(C3CC3)C2=O)cc1S(=O)(=O)N1CCCCC1 (stereo not drawn)
→ 0.7, i, -0.1, 2.1, 5.8, nt, nt, 20.0, 5.7, 0.5
- CCCCc1c(-c2ccccc2OC)ncn1CCc1ccc(OC)cc1
→ 1.1, nt, 0.1, 1.8, nt, nt, nt, 20.1, nt, nt
- COC(=O)c1c(C)[nH]c(C(=O)C(C)OC(=O)C2=NNC(=O)CC2)c1C (stereo not drawn)
→ 1.7, -0.4, -1.1, -3.6, -0.3, 1.3, 11.2, -12.2, -2.9, -5.9

Taken from above.
In 3CLpro inhibitor, O=C(N1CCCCCC1)N1CCN(S(=O)(=O)N2CCOCC2)CC1 has the entry 2.1
In SSB-PriA inh, COc1ccc(OC)c(NC(=O)CCN2CC(C)OC(C)C2)c1 (stereo not drawn) has the entry 4.8
